# yeast cln2 rad14 – NCI yeast anticancer drug screen, S. cerevisiae cln2 rad14 strain; % growth inhibition at 50 µM; actives 8.3% (n = 78,000);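 also: 0% = growth of vehicle-only cultures of the same strain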
#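 Relative to vehicle controls, growth inhibition of compound-treated cln2 rad14 yeast was recorded.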
# yeast mlh1 rad18 – NCI yeast anticancer drug screen, S. cerevisiae mlh1 rad18 strain; growth inhibition, % at 50 µM; actives 11% (n = 79,000); AID 175;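 also: 0% = growth of vehicle-only cultures of the same strain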
#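 Compound-treated yeast growth, normalised to vehicle controls. Strain bears defined DNA repair mutations.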
# yeast sgs1 mgt1 – NCI yeast anticancer drug screen, S. cerevisiae sgs1 mgt1 strain | actives 10% (n = 78,000) | growth inhibition, % at 50 µM;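 also: 0% = growth of vehicle-only cultures of the same strain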
#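 Compounds are added to genetically altered yeast, and growth is compared with cultures given vehicle alone to give percent inhibition.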
# yeast mec2-1 – NCI yeast anticancer drug screen, S. cerevisiae mec2-1 strain. growth inhibition, % at 50 µM. actives 9% (n = 79,000). AID 157;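 also: 0% = growth of vehicle-only cultures of the same strain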
#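 Mutant yeast (mec2-1) grown with compound; growth inhibition relative to vehicle control reported.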
# yeast bub3 – NCI yeast anticancer drug screen, S. cerevisiae bub3 mutant strain; growth inhibition, % at 50 µM; actives 9.9% (n = 78,000);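 also: 0% = growth of vehicle-only cultures of the same strain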
#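 Mutant yeast screening strain plus compound; vehicle-treated cultures serve as the 0% inhibition reference.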
# yeast rad50 – NCI yeast anticancer drug screen, S. cerevisiae rad50 strain | actives 10% (n = 79,000) | growth inhibition, % at 50 µM;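 also: 0% = growth of vehicle-only cultures of the same strain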
#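 Genetically altered yeast (DNA repair pathway); compound treatment; growth inhibition vs vehicle ctrl.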
# Numbers without * were called inactive; x = no result given; & = joins results of further samples. Rule as the data show it: active = growth inhibition above about 70%; inactive = the rest.
SMILES,yeast cln2 rad14,yeast mlh1 rad18,yeast sgs1 mgt1,yeast mec2-1,yeast bub3,yeast rad50
CS(=O)(=O)OCCN(CCOS(C)(=O)=O)c1ccc(C=Nc2cccc(Cl)c2)cc1,71*,97*,89*,86*,43,93*
O=C(O)c1c(F)c(F)c(-c2c(F)c(F)c(C(=O)O)c(F)c2F)c(F)c1F,-6,4,-6,7,-1,-8
CC(=O)N1CC/C(=C\c2ccccc2)C1=O,-7,-3,-12,-7,0,-10
COc1ccc(C(O)Cc2ccccc2)cc1 (configuration not stated),-17,-6,6,-19,-18,-5
COc1ccc(SC(N(C)C)=[N+](C)C)cc1,11,4,7,1,3,-17
COc1ccc(Oc2nc(Oc3ccc(OC)cc3)nc(Oc3ccc(OC)cc3)n2)cc1,9,20,11,12,-1,17
NCc1ccc(O)c(O)c1,13,10,15,20,6,-14
O=CNC(c1ccccc1)(c1ccccc1)c1ccccc1,x,3,x,3,x,20
O=C(N/N=C/c1ccc2c(c1)OCO2)c1ccccc1,-35,22,6,-11,2,13
NCCCC(=O)NCCCCCCCCCCNC(=O)CCCN,16,24,19,18,-4,29
O=[N+]([O-])c1ccc(NNS(=O)(=O)c2ccccc2)c([N+](=O)[O-])c1,-18,14,10,16,-2,6
Cc1c(C)c(C)c(C(=O)C[n+]2ccccc2)c(C)c1C,-5,3,15,-18,-8,13
C=CCC(O)c1ccc(C(C)C)cc1 (configuration not stated),16&-5,-14&15,13&-6,-1&-8,-2&-3,-8&19
CCOc1cc2c(cc1C(C)c1ccc(O)cc1)OCO2 (configuration not stated),100*,100*,100*,100*,100*,100*
CC(=O)c1nc2ccccc2n1C(C)C(=O)c1ccccc1 (configuration not stated),6,-2,68,22,38,17
CC[N+](C)(CC)CCOC(=O)c1ccc(N=C=S)cc1,8,14,10,1,-3,-13
Cc1cc(OC(C)C)cc(C)c1C(=O)OCC(C)N1CCCC1 (configuration not stated),5,11,20,-8,-5,12
NC(CCP(=O)(O)CCC1C=CC=CC1)C(=O)O (configuration not stated),-30,-64,-51,-66,-26,-47
O=S(=O)(O)C(Nc1ccc(Cl)cc1)c1ccccc1 (configuration not stated),12,10,5,6,11,0
CC(C)c1cc(C(C)C)c(B(c2ccccc2)c2ccccc2)c(C(C)C)c1B(c1ccccc1)c1ccccc1,6,14,18,5,6,-14
Cc1nc2cc(Cc3ccccc3)ccc2o1,x,9,x,6,x,-6
COc1ccc2nc3cc(Cl)ccc3c(SCC(=O)OCC(=O)[C@@]3(O)CC[C@H]4[C@@H]5CCC6=CC(=O)C=C[C@]6(C)[C@H]5C(=O)C[C@@]43C)c2c1,-52,25,-2,-16,-2,6
CC(=O)Nc1cc([N+](=O)[O-])ccc1CC(O)c1ccccc1Cl (configuration not stated),-4,-14,3,-9,0,-5
Cc1nc2c(Cl)ncnc2n1Nc1ccccc1,-5,-27,-1,-11,-9,4
O=[N+]([O-])c1ccc(C(Cl)Cc2ccc(Cl)cc2)cc1 (configuration not stated),63,89*,94*,82*,94*,90*
COc1cc(/C=C/C(=O)c2ccc3ccccc3c2)cc(OC)c1OC,-5,23,34,11,42,8
COc1ccc(C(=O)CC(=O)c2cccnc2)c(O)c1OC,-41,22,-9,-3,40,-16
Oc1ccc(/C=C\c2cnccn2)cc1,6,8,0,7,31,28
C=CCCC1(CCP(=O)(c2ccccc2)c2ccccc2)OCCO1,15,6,-23,-15,-26,-11
CC(=O)NC(C(O)CC(=O)C(=O)O)C(O)C(O)C(O)CO (configuration not stated) (tested in a mixture with another compound),-7,10,-18,-2,-2,17
CC1OCOC1C1OCOCC1OC(=O)c1ccccc1 (configuration not stated),-15,-5,-15,-6,25,-6
CC(=O)Nc1ccccc1OC(=O)NC(C)(C)C,9,-10,-11,-29,-12,-14
CO[C@H]1/C=C/O[C@@]2(C)Oc3c(C)c(O)c4c(O)c(c(/C=N/N5CCNCC5)c(O)c4c3C2=O)NC(=O)/C(C)=C\C=C\[C@H](C)[C@H](O)[C@@H](C)[C@@H](O)[C@@H](C)C(OC(C)=O)[C@@H]1C (some centres not stated),28,15,10,20,8,33
COc1cc([N+](=O)[O-])ccc1N,-34,-38,-25,11,2,-6
COc1cc(C=C2C(=O)NC(=O)NC2=O)ccc1OCc1ccccc1,3,-43,-1,-2,-22,0
CCCc1cc2c(cc1N)OCO2,-19,33,-9,-1,8,-4
Cc1ccc(C2(C#N)CCCC2)cc1,4,5,12,-1,16,6
CC(=O)c1cc(C)ccc1Sc1ccc(C)cc1,2,4,-2,-6,15,-15
COC(=O)/C=C1\C(=O)c2ccccc2-c2ccccc21,20,52,14,35,25,36
Clc1ccc(CN2COc3c(cc(Cl)c4cccnc34)C2)c(Cl)c1,46,1,-7,23,3,24
N#CC(C#N)C(C#N)c1ccccc1 (configuration not stated),-18,36,6,0,5,6
Br/C(=N\Nc1nn[nH]n1)c1ccncc1,-22,-29,-26,2,-22,-15
COc1cc(C(=O)N(CCF)CCF)cc(OC)c1OC,-15,-8,1,-4,-2,4
CCCCC(=S)N1CCN(c2ccccc2)CC1,15,88*,92*,62,82*,90*
NC(=O)c1ccc(=S)[nH]c1,-27,15,-8,-13,-6,-8
N#CC(C(=O)O)C1(c2ccccc2)CCCCC1 (configuration not stated),-16,-3,-5,5,1,-13
CCOC(=O)C1SC(=Nc2ccc(Cl)cc2Cl)N=C1C (configuration not stated),-19,-11,4,-10,-3,-1
COc1ccc(-c2nnc(N)s2)cc1OC,-2,6,3,3,-7,16
CCC(C)CC(O)CC(C)C (configuration not stated),13,13,1,9,3,14
O=C(N/N=C/c1cccnc1)C(O)C(O)C(O)C(O)CO (configuration not stated),8,12,7,9,-13,-4
O=C1C=CC2=Nc3ccccc3CCC2=C1,89*,95*,88*,99*,99*,90*
Cc1cccc(C)c1-n1c(=S)[nH]n(-c2ccccc2)c1=S,x,17,x,20,x,24
O=S1(=O)COc2ccccc2-c2ncncc21,31,-12,-2,-10,-3,10
CCCCN(CCCC)C(=O)/C=C\C(=O)O,28,5,0,1,-1,-7
Cc1ccc(S(=O)(=O)CS(=O)(=O)c2ccc(C)cc2)cc1,9,16,6,5,9,19
O=C1OC(C2=CC(=O)c3ccccc3C2=O)C(Cl)=C1Cl (configuration not stated),95*,95*,96*,81*,57,86*
CNc1nc(N)nc(N(C)C)n1,-48,-8,-13,-3,-30,-4
O=C(COc1ccc(Cl)cc1Cl)OCCO,-124,52,25,11,27,-1
Cc1[nH]c2ccccc2c1C(c1c(C)[nH]c2ccccc12)C1CCOC1=O (configuration not stated),-9,-2,-19,-27,-12,-2
O=C1C=CC(=O)c2nc3ccccc3nc21,-17,91*,51,83*,90*,85*

# A few values from the list:
# In yeast rad50, NC(=O)c1ccc(=S)[nH]c1 is listed with -8
# In yeast rad50, O=S1(=O)COc2ccccc2-c2ncncc21 is listed with 10

# Later entries.
SMILES,yeast cln2 rad14,yeast mlh1 rad18,yeast sgs1 mgt1,yeast mec2-1,yeast bub3,yeast rad50
COc1cc(NS(=O)(=O)c2ccc(C)cc2)c2nccnc2c1,-3,30,19,16,12,14
COc1c2c(cc3c(CCc4ccccc4)cc(=O)oc13)CCC(C)(C)O2,15,-27,-6,-23,-6,-6
C/C(=N\O)C(=O)c1ccc(C)cc1,-31,-9,2,-13,-23,0
COc1ccc(N=c2ssc(SC)c2-c2ccccc2)cc1,x,-1,x,-11,x,15
N#C/C(=C\c1c(S(=O)(=O)O)sc2ccccc12)C(N)=O (tested in a mixture with another compound),25,22,17,10,-1,30
COc1ccc(Oc2ccc(C(=O)C(CN(C)C)CN(C)C)cc2)cc1,88*,86*,86*,88*,86*,84*
Cc1ccc(N2CCN(c3c(N)cncc3Br)CC2)cc1,46,91*,93*,97*,96*,94*
O=C(COc1ccc(Cl)cc1)N1N=C(c2ccc(Cl)cc2)CC1(O)c1ccccc1 (configuration not stated),1,-11,-9,-30,-18,-16
CNC(=S)C(N)CCCC1NC(=S)N(C)C1=O (configuration not stated),17,1,-22,7,9,7
Cc1ccc(C=C(C(=O)O)C(=O)O)o1,-8,-56,-18,-29,-13,-21
CC(=O)Nc1ccc(/C=C2/C(=O)ON=C2C)cc1,12,13,6,7,4,7
Cc1occc1C(=S)Nc1ccc(Cl)c(C(=O)OC(C)C2CC2)c1 (configuration not stated),82*,64,79*,40,77*,58
CCN(CC)CCCC(C)Nc1ccnc2ccc3nn(C)nc3c12 (configuration not stated),2,-14,-15,-5,-14,-12
CCOC(=O)c1ccc(NC(=O)c2cccc(Cl)c2)cc1,-5,1,-4,-7,10,0
O=C1NC(Cc2ccccc2)C(=O)O1 (configuration not stated),-14,4,11,3,44,-2
c1ccc(CSC(SCc2ccccc2)c2ccc3c(c2)OCO3)cc1,-19,-5,-7,-22,-14,-21
O=S(=O)(Cc1ccc(Cl)cc1)Cc1ccc(Cl)cc1,3,-8,7,14,16,7
O=C1N(CC2CO2)CCN1CC1CO1 (configuration not stated),-5,-76,-5,-10,-20,-22
Cc1nc2ccccc2c(=O)n1-c1ccc(-c2ccc(N)cc2)cc1,-15,9,9,3,37,12
CC(=O)N1c2ccccc2Sc2c1ccc1ccccc21,95*,97*,96*,97*,94*,96*
CC12CCC(O)CC1=CCC1C2CCC2(C)C(C(O)CC(O)(C(F)(F)F)C(F)(F)F)CCC12 (configuration not stated),4,40,48,48,26,30
CC(C)(C)c1cc2c(O)c3cccc4c(=O)c5cccc6c5-c(c34)c2c(c1)c6=O,7,-11,-27,15,5,34
COc1cc(OC)cc(-c2nc3ccccc3c(=O)[nH]2)c1,-3,-2,-30,-26,-24,-22
O/N=C1\CCn2cccc21,0,-11,-18,15,19,-12

# A stretch of the results above, as a working copy:
SMILES,yeast cln2 rad14,yeast mlh1 rad18,yeast sgs1 mgt1,yeast mec2-1,yeast bub3,yeast rad50
Br/C(=N\Nc1nn[nH]n1)c1ccncc1,-22,-29,-26,2,-22,-15
COc1cc(C(=O)N(CCF)CCF)cc(OC)c1OC,-15,-8,1,-4,-2,4
CCCCC(=S)N1CCN(c2ccccc2)CC1,15,88*,92*,62,82*,90*
NC(=O)c1ccc(=S)[nH]c1,-27,15,-8,-13,-6,-8
N#CC(C(=O)O)C1(c2ccccc2)CCCCC1 (configuration not stated),-16,-3,-5,5,1,-13
CCOC(=O)C1SC(=Nc2ccc(Cl)cc2Cl)N=C1C (configuration not stated),-19,-11,4,-10,-3,-1
COc1ccc(-c2nnc(N)s2)cc1OC,-2,6,3,3,-7,16
CCC(C)CC(O)CC(C)C (configuration not stated),13,13,1,9,3,14
O=C(N/N=C/c1cccnc1)C(O)C(O)C(O)C(O)CO (configuration not stated),8,12,7,9,-13,-4
O=C1C=CC2=Nc3ccccc3CCC2=C1,89*,95*,88*,99*,99*,90*
Cc1cccc(C)c1-n1c(=S)[nH]n(-c2ccccc2)c1=S,x,17,x,20,x,24
O=S1(=O)COc2ccccc2-c2ncncc21,31,-12,-2,-10,-3,10
CCCCN(CCCC)C(=O)/C=C\C(=O)O,28,5,0,1,-1,-7
Cc1ccc(S(=O)(=O)CS(=O)(=O)c2ccc(C)cc2)cc1,9,16,6,5,9,19
O=C1OC(C2=CC(=O)c3ccccc3C2=O)C(Cl)=C1Cl (configuration not stated),95*,95*,96*,81*,57,86*
CNc1nc(N)nc(N(C)C)n1,-48,-8,-13,-3,-30,-4
O=C(COc1ccc(Cl)cc1Cl)OCCO,-124,52,25,11,27,-1
Cc1[nH]c2ccccc2c1C(c1c(C)[nH]c2ccccc12)C1CCOC1=O (configuration not stated),-9,-2,-19,-27,-12,-2
O=C1C=CC(=O)c2nc3ccccc3nc21,-17,91*,51,83*,90*,85*
COc1cc(NS(=O)(=O)c2ccc(C)cc2)c2nccnc2c1,-3,30,19,16,12,14
COc1c2c(cc3c(CCc4ccccc4)cc(=O)oc13)CCC(C)(C)O2,15,-27,-6,-23,-6,-6
C/C(=N\O)C(=O)c1ccc(C)cc1,-31,-9,2,-13,-23,0
COc1ccc(N=c2ssc(SC)c2-c2ccccc2)cc1,x,-1,x,-11,x,15
N#C/C(=C\c1c(S(=O)(=O)O)sc2ccccc12)C(N)=O (tested in a mixture with another compound),25,22,17,10,-1,30
COc1ccc(Oc2ccc(C(=O)C(CN(C)C)CN(C)C)cc2)cc1,88*,86*,86*,88*,86*,84*

# Assay outcomes (PubChem BioAssay)
